HEK293 NFkB inh – inhibitors of the PMA/ionomycin-induced NF-kB reporter in HEK293 cells; AID 465; HEK-293 NF-kB luciferase reporter, luminescence; 0.21% of 62,000 active; inhibition, % at 3 µM;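 active = inhibition above the mean of all tested compounds plus 3 SD, cut at about 40% in these data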;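 note: 0% = stimulated DMSO wells and 100% = 10 µM reference inhibitor 5653914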
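System: NF-kB luciferase reporter HEK-293 cells | Replication: Single test | Control set: DMSO vs reference inhibitor | Evaluation: % inhibition | Schedule: 1 h pretreatment, 16 h stimulation, 37 °C | Probe or stimulus: PMA with ionomycin | Compound dosing: One dose, 3 µM | Detection: Luciferase luminescence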
S1P3 ag – activates the human S1P3 receptor | AID 373 | 0.1% of 60,000 active | activation, % at 4.5 µM | S1P3 NFAT-BLA reporter cells, agonism, FRET ratio; relative to 1 µM S1P, basal subtracted;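 active = activation above the screen-wide mean plus 3 SD, cut at about 4.5% in these data, passing the limit was not always enough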; note: some compounds called inactive have numbers as strong as hits
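Assay system: CHO cells stably expressing human S1P3, Gα16 and NFAT-β-lactamase reporter. Timing: overnight plating, 4 h compound 37 °C, 2 h substrate RT. Signal: β-lactamase FRET emission ratio 460/535 nm. Measure: percent activation versus median 1 µM S1P response, basal-subtracted, per plate. Repeats: primary screen single test, confirmation screen in triplicate.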
S1P1 ag-PAM – agonists and agonism potentiators of human S1P1 receptor | S1P1 CRE-bla cells, forskolin, beta-lactamase FRET, potentiator mode; S1P1 agonist co-added at EC20, 2 nM; 100% = saturating reference agonist, 0% = basal | activation, % at 9.5 µM | 0.57% of 56,000 active | AID 449;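 active = activation above a cutoff set at the mean activation of all tested compounds plus 3 SD, cut at about 54% in these data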;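 note: forskolin at 4 µM as EC80 and the EC20 agonist is SEW2871; 100% = SEW2871 at its EC100 plus forskolin at EC80; some compounds past the cut are filed as inactive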
M1 agonist – activates the M1 muscarinic receptor | CHO-M1 cells, Fluo-4 calcium fluorescence, agonist mode; hits give high values | B-score at 10 µM | 3% of 64,000 active | AID 626;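 active = fluorescence rise, raw or as B-score row- and column-corrected plate score, outside the 99.7% band of its plate's samples, either direction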
Jurkat viability – reduces viability or proliferation of Jurkat cells; Jurkat E6.1 viability, ATP luminescence, 48 h; inhibition, % at 4 µM; 1.2% of 56,000 active;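 active = inhibition above the mean inhibition of all tested compounds plus 3 SD, cut at about 28% in these data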
5HT1E antag – 5-HT1E (human) receptor antagonism; P28566; CHO 5-HT1E Ga15 NFAT-bla reporter, FRET, antagonist; inhibition, % at 6 µM; 0.99% of 65,000 active; AID 571;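 active = inhibition above a set limit, the mean inhibition across every tested compound plus 3 SD, cut at about 29% in these data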;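 note: signal is the 460 over 535 nm emission ratio of beta-lactamase substrate; 0% = agonist plus DMSO wells and 100% = wells without agonist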
Target sequence (P28566 whole entry, looked up): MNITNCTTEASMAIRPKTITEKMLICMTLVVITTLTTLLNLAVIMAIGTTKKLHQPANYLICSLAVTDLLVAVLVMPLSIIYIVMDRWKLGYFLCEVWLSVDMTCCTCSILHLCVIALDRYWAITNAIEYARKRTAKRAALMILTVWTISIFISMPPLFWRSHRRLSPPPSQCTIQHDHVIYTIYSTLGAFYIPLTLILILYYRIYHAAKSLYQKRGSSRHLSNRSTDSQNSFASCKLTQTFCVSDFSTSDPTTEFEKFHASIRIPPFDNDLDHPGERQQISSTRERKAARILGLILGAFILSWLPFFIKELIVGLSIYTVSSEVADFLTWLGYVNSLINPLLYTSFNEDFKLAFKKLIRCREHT
5HT1E ag – activates the human 5-HT1E serotonin receptor; P28566; CHO 5-HT1E Ga15 NFAT-bla reporter, FRET; 0% DMSO wells, 100% control agonist wells; activation, % at 6 µM; 0.69% of 65,000 active; AID 574;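 active = activation above a set limit, the screen-wide mean activation plus 3 SD, cut at about 8.5% in these data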;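 note: 100% = positive control agonist at 1 µM giving full maximal response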
HER2 expr 66K – inhibitors of human Her2 kinase expression | SKBR-3 HER2 protein level, AlphaScreen, 18-24 h; hits give low values | HER2 level % of control, % at 10 µM | 0.69% of 65,000 active | AID 645;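 active = HER2 level under 5% of the carrier-only control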;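 note: 100% = DMSO carrier and 0% = 500 nM PU-H71 HSP90 inhibitor; lower value means stronger loss of Her2 protein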
M1 antag – antagonists of rat M1 muscarinic receptor; AID 628; P08482; 3.4% of 64,000 active; B-score at 10 µM; CHO-M1 cells, Fluo-4 calcium, ACh EC80 antagonist mode; hits give low values;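 active = calcium fluorescence response, raw or row-and-column corrected B-score, differing from the plate sample mean either way at a set confidence level, mostly lower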
Target sequence (P08482 whole entry, looked up): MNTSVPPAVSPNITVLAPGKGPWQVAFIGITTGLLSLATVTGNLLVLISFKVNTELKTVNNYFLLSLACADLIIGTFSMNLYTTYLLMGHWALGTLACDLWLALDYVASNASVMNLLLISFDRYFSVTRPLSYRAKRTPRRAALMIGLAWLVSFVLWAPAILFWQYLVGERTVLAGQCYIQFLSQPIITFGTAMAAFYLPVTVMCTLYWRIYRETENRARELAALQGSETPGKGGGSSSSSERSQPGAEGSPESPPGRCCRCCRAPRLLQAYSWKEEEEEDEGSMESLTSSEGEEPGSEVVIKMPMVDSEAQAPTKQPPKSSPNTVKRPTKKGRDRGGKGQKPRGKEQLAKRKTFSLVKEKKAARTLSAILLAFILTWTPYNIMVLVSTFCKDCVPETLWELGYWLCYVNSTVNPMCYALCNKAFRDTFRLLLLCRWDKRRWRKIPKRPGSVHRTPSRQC
Active calls of the source: *; nt = no result given.

SMILES | HEK293 NFkB inh | S1P3 ag | S1P1 ag-PAM | M1 agonist | Jurkat viability | 5HT1E antag | 5HT1E ag | HER2 expr 66K | M1 antag
Cc1cccc2cc(=O)[nH]c(C)c12 | 4 | 1.3 | -18 | -0.017 | -6 | -3 | 0.0 | 80 | -0.83
Cc1cccc(N/C(N)=N/c2nc3c(c(=O)[nH]2)CCCC3)c1 | 0 | -0.6 | -11 | 0.72 | -4 | -4 | -0.4 | nt | 0.19
COc1ccc2c3c(c(=O)oc2c1OCC(N)=O)CCCC3 | 16 | -0.6 | -22 | -0.19 | -7 | -2 | 0.1 | 67 | -1
CC1(C)CC(=O)C2=C(C1)NC(=O)CC2C(=O)NCc1ccc(F)cc1 (centres undefined) | -4 | 0.1 | -10 | -0.58 | 1 | 0 | 0.6 | 103 | -0.0014
CCCCCc1c(C)nc(N2CCc3ccccc3C2)[nH]c1=O | 6 | -1.2 | 4 | 0.55 | 5 | 8 | -1.6 | 94 | -0.4
Cc1cccc(N(CC(=O)NCc2ccccc2)C(=O)Cn2nnc(-c3ccc(C)o3)n2)c1 | 11 | 1.0 | 10 | 1.4 | -1 | -5 | 2.5 | 53 | 1.4
Cc1ccc(-n2c(N)c(C(=O)N3CCCCC3)sc2=S)cc1 | -2 | 0.4 | nt | 0.01 | 10 | 2 | -0.4 | nt | 0.32
CCn1c2ccccc2c2cc(NC(=O)Cc3ccc(S(=O)(=O)N4CCOCC4)s3)ccc21 | 2 | 0.7 | 7 | -0.069 | -14 | -20 | 3.7 | 92 | -0.2
COc1ccc2nc(CC(C)(C)CC(=O)O)c[n+]([O-])c2c1 | 6 | -0.8 | 0 | -0.025 | 4 | 12 | -1.0 | 93 | -0.27
COc1cccc(C2CC(C(F)(F)F)n3nc(C(=O)NCc4cccnc4)cc3N2)c1 (centres undefined) | 24 | -0.4 | -48 | 0.029 | 2 | -14 | 0.4 | 118 | -0.13
C=CCOC(=O)C(C#N)c1nc2ccccc2nc1N1CCN(c2ccccc2OCC)CC1 (centres undefined) | nt | -2.0 | -5 | -0.65 | nt | -14 | -0.9 | 66 | -0.011
Cc1ccc(S(=O)(=O)NC(=O)Nc2ccc(Cl)cn2)cc1 | 5 | 0.5 | -24 | -0.89 | -6 | -5 | 0.4 | 118 | 0.15
CCOC(=O)CN(C(=O)CN1CCOCC1)c1ccc(Br)cc1 | 7 | 0.4 | -4 | 3.1 | -7 | -2 | 0.4 | 128 | 0.89
COc1cc(CC(=O)OCC(=O)Nc2ccc(S(=O)(=O)N3CCCC3)cc2)cc(OC)c1OC | 3 | -0.8 | 15 | -0.73 | 1 | 0 | -0.5 | 96 | 0.34
Cc1ccc(-n2c(=O)cc(N3CCC(C)CC3)[nH]c2=O)cc1 | 12 | nt | nt | -0.026 | nt | -2 | -0.5 | 89 | -0.14
COC(=O)c1sc(NC(=O)CSc2nnc(C(C)C)n2C)nc1C | 5 | 1.2 | -29 | -0.44 | -8 | -9 | -0.5 | 196 | -0.23
COc1cc(OC)cc(C(=O)NCCSCc2ccco2)c1 | 4 | -0.1 | nt | -0.32 | -7 | -4 | 0.0 | 85 | -0.75
Cc1cc(C(=O)Nc2c(C)n(C)n(-c3ccccc3)c2=O)cs1 | 28 | -0.8 | 4 | -0.39 | 1 | -4 | 0.1 | 92 | -0.53
Cc1nc(S(=O)(=O)N(C)c2ccccc2)c(C#N)c(C)c1Cl | 7 | -1.0 | 19 | -0.5 | 1 | 5 | 0.6 | 38 | 0.81
COc1ccc(OC)c(NC(=O)CN(c2ccc(C)cc2)S(=O)(=O)c2c(C)noc2C)c1 | 5 | -0.3 | 2 | 0.034 | 1 | 2 | 1.6 | 68 | -0.25
CCC(C)NC(=O)c1ccccc1NC(=O)C(C)N(c1ccccc1)S(C)(=O)=O (centres undefined) | 15 | -0.1 | -6 | 0.046 | -2 | -3 | -0.4 | 107 | 0.064
Cc1nn(C(C)(C)C)c(OC(=O)c2ccc3c(c2)OCO3)c1S(=O)(=O)c1ccccc1 | 17 | 0.1 | -32 | -0.23 | 2 | -4 | -0.1 | 91 | 0.38
OC(C#Cc1ccccn1)c1cccs1 (centres undefined) | 5 | -1.8 | -35 | 0.45 | 9 | 2 | 0.3 | 68 | -0.62
O=C1CCCN1CCCNc1ncnc2c1[nH]c1ccccc12 | 5 | -0.9 | 7 | -0.55 | 2 | 4 | 0.7 | 114 | -0.26
O=C(c1ncc[nH]1)c1ccccc1C(=O)N1CCOCC1 | 10 | -1.1 | 6 | -0.16 | 7 | -1 | -0.3 | 124 | -0.18
COC(=O)CSc1nnnn1-c1ccccc1 | 9 | 0.3 | 1 | 0.0028 | 0 | 1 | -0.3 | 105 | 0.61
CSc1ccccc1NC(=O)c1ccoc1C | 5 | -1.0 | nt | 0.22 | -2 | -5 | 0.5 | 104 | 0.29
COc1cc2c(C)nc(C)c(C#N)c2cc1OC | 18 | 1.2 | -60 | -0.046 | -3 | 20 | -0.3 | 88 | 0.28
O=C1Nc2ccc(Br)cc2C1(O)Cc1ccncc1 (centres undefined) | 3 | -1.0 | 10 | -0.84 | -6 | 2 | 0.7 | 91 | 0.13
CCOC(=O)c1[nH]c(C)c(C(=O)Nc2ccc(C)cc2C)c1C | 24 | -0.7 | 25 | 0.026 | 93* | 10 | -0.5 | 34 | -0.25

The final three entries of the section above are carried over, then new ones follow.
SMILES | HEK293 NFkB inh | S1P3 ag | S1P1 ag-PAM | M1 agonist | Jurkat viability | 5HT1E antag | 5HT1E ag | HER2 expr 66K | M1 antag
COc1cc2c(C)nc(C)c(C#N)c2cc1OC | 18 | 1.2 | -60 | -0.046 | -3 | 20 | -0.3 | 88 | 0.28
O=C1Nc2ccc(Br)cc2C1(O)Cc1ccncc1 (centres undefined) | 3 | -1.0 | 10 | -0.84 | -6 | 2 | 0.7 | 91 | 0.13
CCOC(=O)c1[nH]c(C)c(C(=O)Nc2ccc(C)cc2C)c1C | 24 | -0.7 | 25 | 0.026 | 93* | 10 | -0.5 | 34 | -0.25
COc1ccc(C(=O)NCCn2ccc3ccccc32)cc1OC | 7 | 0.5 | -3 | -0.67 | -11 | 7 | 0.7 | 94 | -0.26
Cc1ccc2cc3cc(C(=O)NCCCN4CCc5ccccc5C4)oc3nc2c1 | 24 | -1.0 | 1 | -0.13 | 3 | 2 | -0.7 | 94 | -3.4*
Cc1[nH]nc(-c2ccc(O)cc2O)c1Oc1ccccc1 | nt | -3.7 | 34 | 1.1 | nt | 0 | 0.4 | 95 | -0.5
CC(C)CC(=O)CN1C(=O)C2(OCCO2)c2ccccc21 | 10 | -0.6 | -8 | 1.2 | 5 | 3 | -0.4 | 87 | 2
CC(C)[C@H](NC(=O)NCCc1ccc(Cl)cc1)C(=O)O | 7 | 0.0 | -18 | -0.034 | -4 | -4 | 4.0 | 90 | 0.00041
O=c1c2ccccc2nc(SCc2nc3ccccc3s2)n1Cc1ccco1 | 13 | -1.9 | 0 | 0.31 | 6 | 6 | -0.2 | 21 | 0.9
CN(CC(=O)N1CCN(c2ccccn2)CC1)S(=O)(=O)c1ccc(Br)cc1 | 7 | -0.2 | nt | -0.73 | -8 | -10 | 1.1 | 100 | -0.96
COc1cccc(C2=NOC(C(=O)NCC3CCCO3)C2)c1 (centres undefined) | 6 | 0.2 | 2 | 0.081 | -3 | -13 | 0.3 | 99 | 0.79
Cn1nc(-c2ccc(N3CCCCC3)c(NC(=O)c3ccco3)c2)c2ccccc2c1=O | 4 | -0.7 | 7 | 0.016 | -2 | 14 | -1.4 | 42 | 0.37
Cc1ccc(NS(=O)(=O)c2ccc(OCC(=O)NCc3ccco3)cc2)cc1 | 4 | -1.2 | nt | -1.3 | -7 | -2 | 0.6 | 100 | -0.3
Cc1ccc(=O)n(C(C(=O)NCc2ccco2)C(=O)c2ccc(F)cc2)c1 (centres undefined) | 14 | -0.7 | -10 | -1.1 | 0 | -2 | 0.7 | 64 | 1.3
Cc1ccccc1-n1c(=O)cc(N2CCc3ccccc3C2)[nH]c1=O | 17 | nt | nt | -1 | nt | 1 | 0.8 | 103 | 0.13
CC(CN1CCCCC1)OC(=O)c1ccc2c(c1)OCO2 (centres undefined) | -1 | 0.5 | -26 | 1.1 | -2 | -2 | -0.7 | 98 | -2.7*
O=C(NCC1CCCO1)C1CCC(CNS(=O)(=O)c2ccccc2)CC1 (centres undefined) | 16 | -0.2 | -14 | -1.1 | -3 | -3 | 0.1 | 107 | -0.99
CCOc1ccc(N2C(=O)CC(N3CCN(c4ccccc4F)CC3)C2=O)cc1 (centres undefined) | 11 | 0.3 | -4 | 0.35 | -7 | 2 | -0.1 | 95 | -0.55
CSc1ccccc1NC(=O)CN(c1cccc(C)c1)S(C)(=O)=O | 16 | -0.8 | 7 | -0.13 | 8 | -1 | -1.0 | 114 | -0.8
CSc1n[nH]c(NCc2ccccc2)n1 | 17 | -0.6 | -7 | 0.16 | 3 | -1 | 0.6 | 85 | -0.8
Clc1ccc2nc3ccccn3c2c1 | 12 | nt | nt | 0.00073 | nt | -4 | 0.7 | 56 | -0.046
Cc1ccc(-c2nc(C#N)c(N3CCCCC3)o2)cc1 | 12 | -0.8 | -22 | 1.4 | 3 | 0 | 0.0 | nt | 0.81
O=C(c1ccc2ccccc2c1)N1CCN(c2ccc(O)cc2)CC1 | -15 | 0.1 | 21 | -0.7 | -2 | -5 | 0.3 | 125 | -0.41
O=C(COc1cccc(-n2cnnn2)c1)N1CCOCC1 | 17 | -0.2 | -1 | 0.0043 | -5 | -7 | 0.1 | 90 | 0.14
CCC(=O)N1CCc2cc(S(=O)(=O)N3CCc4ccccc43)ccc21 | 0 | nt | nt | -0.51 | nt | 16 | -1.8 | 51 | 0
COc1ccc(C(=O)NCC(c2cccnc2)N2CCN(c3ccc(F)cc3)CC2)cc1OC (centres undefined) | 10 | -1.2 | 1 | -0.39 | 3 | -1 | -0.1 | 83 | -0.78

Profiles, quoted from the list:
`Cc1ccc(-c2nc(C#N)c(N3CCCCC3)o2)cc1` in the list: HEK293 NFkB inh = 12; S1P3 ag = -0.8; S1P1 ag-PAM = -22; M1 agonist = 1.4; Jurkat viability = 3; 5HT1E antag = 0; 5HT1E ag = 0.0; HER2 expr 66K = nt; M1 antag = 0.81
`CSc1n[nH]c(NCc2ccccc2)n1` in the list: HEK293 NFkB inh = 17; S1P3 ag = -0.6; S1P1 ag-PAM = -7; M1 agonist = 0.16; Jurkat viability = 3; 5HT1E antag = -1; 5HT1E ag = 0.6; HER2 expr 66K = 85; M1 antag = -0.8

Source: PubChem (several laboratories)
